# PfGluPho inh: PfG6PD enzyme inhibitors, primary screen, biochemical, fluorescence intensity, uHTS | glucose-6-phosphate dehydrogenase-6-phosphogluconolactonase (Plasmodium falciparum 3D7) | PfGluPho enzyme, NADPH resazurin-diaphorase fluorescence | inhibition, % at 20 µM | 350,000 tested, 0.78% active;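 active = inhibition reaching at least a set limit at 20 µM in the primary screen, cut at about 59% in these data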;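 also: 0% = DMSO wells with substrate and 100% = DMSO wells lacking glucose-6-phosphate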
# SENP1 inh: human SENP1 catalytic domain inhibitors, primary screen, biochemical, FRET, uHTS. 360,000 tested, 0.21% active. recombinant SENP1 catalytic domain, CyPet-SUMO1-YPet FRET cleavage. Sentrin-specific protease 1 (Homo sapiens), Q9P0U3. inhibition, % at 10 µM;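 active = inhibition at least 30% at 10 µM, raw YFP signal under a set limit, fluorescence ratio 0.5 to 1.5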;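 also: 0% = enzyme with DMSO and 100% = no enzyme wells; some results filed as inactive read as strong as hits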
# Target sequence (Q9P0U3 419-644 limits assumed): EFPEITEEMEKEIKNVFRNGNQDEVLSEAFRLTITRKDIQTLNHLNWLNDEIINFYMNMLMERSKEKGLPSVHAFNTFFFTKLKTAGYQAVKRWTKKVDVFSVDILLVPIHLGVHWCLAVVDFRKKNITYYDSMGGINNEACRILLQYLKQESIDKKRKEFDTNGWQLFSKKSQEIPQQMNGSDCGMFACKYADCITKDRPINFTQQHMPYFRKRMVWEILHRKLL
#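 Material: hSENP1 catalytic domain, recombinant; medium: Tris pH 8 with BME, BSA, NP40 and catalase; compound: single concentration of 10 µM compound, 0.5% DMSO final; technique: FRET read of cyan and yellow fluorescence; timing: 50 min enzyme reaction, room temperature, light-protected; reagent: SFCypet-SUMO1-SFYpet substrate at 25 nM; control set: no-enzyme low, enzyme-DMSO high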
# SENP8 inh: human SENP8 protease inhibitors, primary screen, biochemical, fluorescence, Nedd8 protein substrate, uHTS; recombinant SENP8; inhibition, % at 20 µM; Sentrin-specific protease 8 (Homo sapiens), Q96LD8; 360,000 tested, 0.64% active; in the data active = inhibition mostly above about 40%, no sharp cut-off; inactive = mostly below about 27%
# Target sequence (Q96LD8 whole entry, looked up): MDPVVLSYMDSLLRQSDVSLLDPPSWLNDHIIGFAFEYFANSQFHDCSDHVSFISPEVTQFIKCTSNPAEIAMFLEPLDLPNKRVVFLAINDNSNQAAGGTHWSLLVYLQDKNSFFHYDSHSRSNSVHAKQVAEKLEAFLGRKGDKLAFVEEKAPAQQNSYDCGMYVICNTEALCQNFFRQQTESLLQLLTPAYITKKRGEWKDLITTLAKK
# An asterisk follows results filed as active; i = inactive. A portion of the library; rates above refer to the full screens.
mol	PfGluPho inh	SENP1 inh	SENP8 inh
C[C@@H]1CN([C@@H](C)CO)C(=O)c2cc(Br)cnc2O[C@@H]1CN(C)S(C)(=O)=O	20	-1	14
CC(C)CC1NC(=O)c2cccnc2-n2c1nc1ccccc1c2=O (stereo not drawn)	-6	2	16
COc1ccc(C#Cc2ccc(C3=CC(=O)CC(C)(C)C3=O)cc2)cc1	19	23	-13
C[C@@H]1CN([C@H](C)CO)C(=O)CCCn2nncc2CO[C@@H]1CN(C)C(=O)c1ccc(N2CCN(C)CC2)cc1	-7	1	3
C[C@H](CO)N1C[C@H](C)[C@@H](CN(C)C(=O)NC2CCCCC2)Oc2ncc(Br)cc2C1=O	-6	0	3
CCN(C(=O)c1cc(OC)c(OC)c(OC)c1)C1CCCCC1	-7	0	13
C#CCN(C[C@@H]1[C@@H](OC(=O)Nc2cccs2)[C@@H](OC(=O)Nc2cccs2)Cn2c(=O)ccc(=O)n21)S(=O)(=O)c1ccc(C)cc1	8	1	6
CC(C)C#Cc1cnc2c(c1)C(=O)N([C@H](C)CO)C[C@@H](C)[C@H](CN(C)C(=O)Nc1ccccc1F)O2	9	0	-12
CCC(C(=O)NC(C)(C)C)N(Cc1ccc(OC)cc1)C(=O)c1snc(C(N)=O)c1N (stereo not drawn)	-10	-19	-490
O=C1NN(CCO)C(=S)Nc2ccccc21	-16	2	6
Cc1ccc2c(c1)CO[C@]21O[C@H](CCO)C[C@H](O)[C@H]1O	14	-1	14
CC1C(=O)N(Cc2cn(Cc3ccco3)nn2)CCS(=O)(=O)N1Cc1ccc(-c2ccncc2)cc1 (stereo not drawn)	3	-5	-7
CC1(C)CC(=O)C=C(c2ccc(-c3cnn(Cc4ccccc4)c3)cc2)C1=O	17	16	4
O=C1NC(Cc2ccc(O)cc2)c2nc3cc(Cl)ccc3c(=O)n2-c2ncccc21 (stereo not drawn)	8	0	9
CC/C(=N\NC(=O)c1cc(C)oc1C)c1ccc(OC(F)F)cc1	-3	1	10
O=C(COC(=O)C1CC(=O)N(Cc2ccccc2)C1)Nc1ccc([N+](=O)[O-])cc1Br (stereo not drawn)	6	2	9
COc1ccc([C@H]2CN(c3ccccc3)C(=O)[C@@H]2CC(=O)Nc2ccccc2)cc1	-1	3	-7
N#CC1C(=O)Nc2cccnc21 (stereo not drawn)	-13	-12	-493
O=C(NNC(=O)c1cc(S(=O)(=O)N2CCOCC2)ccc1Cl)c1ccc(F)cc1	0	3	8
COc1ccccc1Cn1c(=S)[nH]c2cc(C(=O)N3CC(C)CC(C)C3)ccc2c1=O (stereo not drawn)	-4	2	13
C[C@H]1CN([C@@H](C)CO)C(=O)CCCn2nncc2CO[C@@H]1CN(C)Cc1ccc2c(c1)OCCO2	7	2	20
Cc1ccccc1-n1nc2c(c1NC(=O)C1CC1)CS(=O)(=O)C2	7	2	10
Cc1ccc([C@H]2N[C@]3(CCCN(Cc4ccc(Cl)cc4)C3=O)[C@H]3C(=O)N(C)C(=O)[C@@H]23)cc1	-1	2	14
CC1CCCCC1=NNC(=O)c1ccccc1 (stereo not drawn)	-8	2	6
COc1ccc(CNC(=O)O[C@H]2Cn3c(=O)ccc(=O)n3[C@@H]3CN(S(=O)(=O)c4ccc(C)cc4)C[C@]23O)cc1OC	-1	1	-1
CN1CCCC1=Nc1ccccc1	3	-2	12
C[C@@H]1CN([C@H](C)CO)C(=O)c2c(c3ccccc3n2C)-c2ccccc2CO[C@H]1CN(C)Cc1ccc2c(c1)OCCN2C	4	2	16
Cc1ccc([C@H]2C[C@@H](O)[C@H](n3cc(-c4ccc(F)cc4)nn3)CN2Cc2cccs2)cc1	4	-2	14
CCN(C(=O)COC(=O)CNS(=O)(=O)c1ccc(C)cc1)C1CCS(=O)(=O)C1 (stereo not drawn)	-8	0	15
CCCCCCN1C[C@@H](O)[C@H](n2cc(C3CC3)nn2)C[C@@H]1c1ccc(Cl)cc1	21	-1	3
COc1ccc([C@H]2C[C@H](n3cc(COC(=O)c4ccccc4)nn3)[C@@H](O)CN2Cc2cccs2)cc1	22	-1	5
COc1ccc(NC(=O)C[C@H]2C(=O)N(c3ccc(Br)cc3)C[C@@H]2CSC)cc1	7	0	14
CCN(CC(=O)Nc1c(F)cccc1F)C(=O)CCCSc1nc2ccccc2[nH]1	0	1	6
COc1ccc(Cl)cc1NS(=O)(=O)c1cccc(C(=O)NCCCN2CCOCC2)c1	12	0	15
Cc1cc(C)nc(NS(=O)(=O)c2ccc(NS(=O)(=O)c3ccc(F)c(F)c3)cc2)n1	-33	0	12
CCCc1c(C(=O)N/N=C(\C)c2cccnc2)nnn1-c1nonc1N	16	1	21
COc1ccc(NC(=O)c2cc3ccccc3oc2=O)cc1	-5	6	28
Cc1csc(=O)n1CCC(=O)OCC(=O)N(C)c1c(N)n(Cc2ccccc2)c(=O)[nH]c1=O	7	-2	5
C[C@@H]1CN([C@H](C)CO)C(=O)CCCn2nncc2CO[C@H]1CN(C)S(=O)(=O)c1ccc(F)cc1	-14	0	7
O=S1(=O)N[C@@H](Cc2ccccc2)COc2ccc(Cl)cc21	-1	3	0
CC(NCCCSc1ccccc1)C(O)c1ccc(O)cc1 (stereo not drawn)	-2	3	24
Cc1cccc(C(=O)OCC(=O)Nc2sccc2C(N)=O)c1C	7	1	21
O=C(C[C@@H]1C[C@H]2c3cc(NC(=O)Nc4ccccc4F)ccc3O[C@H]2[C@H](CO)O1)NCC(F)(F)F	0	-1	6
C#CCN(C[C@H]1[C@H](OC(=O)NCc2ccccc2)[C@H](OC(=O)NCc2ccccc2)C[C@@H](C(=O)OC)[C@H]1C(=O)OC)S(=O)(=O)c1ccc(C)cc1	9	-2	3
COc1ccccc1N1CCN(S(=O)(=O)c2ccc([N+](=O)[O-])cc2)CC1	3	1	2
C/C(CC(=O)Nc1ccc(N(C)C)cc1)=N\NC(=O)c1ccccc1Cl	21	4	17
Cc1ccc([C@@H]2C[C@H]3[C@@H](CN2S(=O)(=O)c2ccc(Cl)cc2)C(=O)C[C@@H](c2ccc(Cl)cc2)N3S(=O)(=O)c2ccccc2C)cc1	1	-1	3
COc1ccc(C(C#N)CC(=O)c2ccc3c(c2)OCO3)cc1OC (stereo not drawn)	-6	4	12
O=C(NCCNC(=O)c1ccc(-c2cccc(Cl)c2)o1)c1cnccn1	3	2	4
CC(=O)NCC1(c2ccccc2)CCN(CCCC(=O)c2ccc(F)cc2)CC1	-3	1	9
COc1ccc(CN2C(=O)C(CC(=O)NCc3ccco3)CC(C(=O)N(C)C)=C2C)cc1 (stereo not drawn)	-15	0	7
Cc1ccc(S(=O)(=O)N(C)C[C@@H]2Oc3ncc(Br)cc3C(=O)N([C@H](C)CO)C[C@H]2C)cc1	-22	0	7
C[C@H](CO)N1C[C@H](C)[C@H](CN(C)S(=O)(=O)c2ccc(Oc3ccccc3)nc2)OCc2cnnn2CCCC1=O	6	-1	4
O=C1c2ccccc2-c2ccccc2NC1O (stereo not drawn)	11	1	14
CCc1ccc([C@@H]2C[C@H]3[C@@H](CN2S(=O)(=O)c2ccc(C)cc2)C(=O)C[C@@H](c2ccccc2F)N3S(=O)(=O)c2ccc(C)cc2)cc1	12	0	6
COc1ccc(C2NC(=O)c3ccccc3N2)c(OC)c1OC (stereo not drawn)	13	-2	i
CCCCCCN1C[C@@H](O)[C@H](n2cc(COC(=O)c3ccccc3)nn2)C[C@@H]1c1ccc(OC)cc1	21	-3	16
CSc1ccccc1C(=O)C1CCCN(C(=O)c2cccc(Cn3cccn3)c2)C1 (stereo not drawn)	-20	1	12
C[C@@H]1CN([C@@H](C)CO)S(=O)(=O)c2ccc(Br)cc2O[C@H]1CN(C)C(=O)Cc1cccnc1	5	-2	7
COC(=O)N(C)C[C@@H]1OCc2cnnn2CCCC(=O)N([C@@H](C)CO)C[C@@H]1C	16	2	19

# An excerpt from above, showing only PfGluPho inh and SENP1 inh:
Molecule | PfGluPho inh | SENP1 inh
CCCc1c(C(=O)N/N=C(\C)c2cccnc2)nnn1-c1nonc1N | 16 | 1
COc1ccc(NC(=O)c2cc3ccccc3oc2=O)cc1 | -5 | 6
Cc1csc(=O)n1CCC(=O)OCC(=O)N(C)c1c(N)n(Cc2ccccc2)c(=O)[nH]c1=O | 7 | -2
C[C@@H]1CN([C@H](C)CO)C(=O)CCCn2nncc2CO[C@H]1CN(C)S(=O)(=O)c1ccc(F)cc1 | -14 | 0
O=S1(=O)N[C@@H](Cc2ccccc2)COc2ccc(Cl)cc21 | -1 | 3

# Returning to the listing; the 7 compounds before the break are reprinted first.
mol	PfGluPho inh	SENP1 inh	SENP8 inh
O=C1c2ccccc2-c2ccccc2NC1O (stereo not drawn)	11	1	14
CCc1ccc([C@@H]2C[C@H]3[C@@H](CN2S(=O)(=O)c2ccc(C)cc2)C(=O)C[C@@H](c2ccccc2F)N3S(=O)(=O)c2ccc(C)cc2)cc1	12	0	6
COc1ccc(C2NC(=O)c3ccccc3N2)c(OC)c1OC (stereo not drawn)	13	-2	i
CCCCCCN1C[C@@H](O)[C@H](n2cc(COC(=O)c3ccccc3)nn2)C[C@@H]1c1ccc(OC)cc1	21	-3	16
CSc1ccccc1C(=O)C1CCCN(C(=O)c2cccc(Cn3cccn3)c2)C1 (stereo not drawn)	-20	1	12
C[C@@H]1CN([C@@H](C)CO)S(=O)(=O)c2ccc(Br)cc2O[C@H]1CN(C)C(=O)Cc1cccnc1	5	-2	7
COC(=O)N(C)C[C@@H]1OCc2cnnn2CCCC(=O)N([C@@H](C)CO)C[C@@H]1C	16	2	19
Cc1noc(NS(=O)(=O)c2ccc(NS(=O)(=O)c3ccc(C(C)(C)C)cc3)cc2)c1C	-28	2	9
Cc1ccc([C@H]2C[C@@H](O)[C@H](n3cc(COC(=O)c4ccccc4)nn3)CN2CC2CCCCC2)cc1	26	2	10
C[C@H]1CN([C@@H](C)CO)C(=O)CCCn2cc(nn2)CO[C@@H]1CN(C)S(=O)(=O)c1ccc(Cl)cc1	-13	1	8
Cc1noc(C)c1NC(=O)N(C)C[C@@H]1OCc2cnnn2CCCC(=O)N([C@@H](C)CO)C[C@@H]1C	14	0	7
CC1=C(C(=O)N2CCOCC2)CC(CC(=O)NCCc2ccccn2)C(=O)N1Cc1ccc(F)cc1 (stereo not drawn)	-2	1	-8
Cc1ccccc1NS(=O)(=O)c1ccc(S(=O)(=O)N2CCCC2)cc1	5	4	17
CCCCn1c(N)c(N(CCOC)C(=O)CCS(=O)(=O)c2ccc(C)cc2)c(=O)[nH]c1=O	6	-3	4
C[C@H]1CN([C@@H](C)CO)C(=O)c2cc(Br)cnc2O[C@H]1CN(C)S(=O)(=O)c1ccccc1F	9	0	12
CC1CCCC(C)N1C(=O)COC(=O)c1ccccc1C(=O)c1ccccc1 (stereo not drawn)	-15	2	3
CC(C)(C)NC1=NCCNC(c2ccccc2)=C1	2	-2	18
CCc1nc(NCC2CC2)c2nnn(Cc3ccccc3)c2n1	-24	-2	13
CC(C)(C)OC(=O)N1CCc2onc(-c3ccc(Br)cc3)c2C1=O	-4	2	9
O=C(CSc1nc2ccccc2c(=O)n1-c1ccc(F)cc1F)NC1CC1	7	3	18
CCc1cc(-c2nnn(CCC3COCCO3)c2CC)cc(CC)c1-c1cn(Cc2ccccc2)nn1 (stereo not drawn)	11	-3	14
CC(C)(C)NC(=O)C(c1ccc(O)cc1)N(Cc1ccc2c(c1)OCO2)C(=O)CCl (stereo not drawn)	-1	0	2
O=C(Nc1ccc([N+](=O)[O-])cc1Cl)c1cccc([N+](=O)[O-])c1	5	2	15
COc1ccccc1C(=O)NCCC(=O)NCCOc1ccc(C)cc1	20	0	4
COc1ccc(OC)c(CN2CCN(Cc3ccc(OC)c(OC)c3OC)CC2)c1	2	2	-46
O=c1[nH]c2cc([N+](=O)[O-])cc(Cl)c2c2ccccc12	-2	-39	-6
O=C(OCc1cn([C@H]2C[C@H](c3ccccc3)N(CC3CCCCC3)C[C@@H]2O)nn1)c1ccccc1	22	-5	2
Cn1c(N)c(C(=O)CN2CCN(S(=O)(=O)c3ccccc3C#N)CC2)c(=O)n(C)c1=O	7	2	10
COC(=O)C1(C)CCCC2(C)C3CCC(C(C)C)C(CO)C3C(CO)CC12 (stereo not drawn)	-21	1	15
Cc1cc(Cl)ccc1OC(C)C(=O)Nc1cccc(S(=O)(=O)N2CCOCC2)c1 (stereo not drawn)	10	2	5
